hcGAS inh: human cGAS inhibition; inhibition, % at 12.5 µM; Q8N884; AID 1259398; 290,000 compounds, 0.081% hits; recombinant h-cGAS, ATP depletion, Kinase-Glo luminescence;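 note: 0% = vehicle reaction and 100% = reaction without DNA for no activity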
Target sequence (Q8N884 whole entry, looked up): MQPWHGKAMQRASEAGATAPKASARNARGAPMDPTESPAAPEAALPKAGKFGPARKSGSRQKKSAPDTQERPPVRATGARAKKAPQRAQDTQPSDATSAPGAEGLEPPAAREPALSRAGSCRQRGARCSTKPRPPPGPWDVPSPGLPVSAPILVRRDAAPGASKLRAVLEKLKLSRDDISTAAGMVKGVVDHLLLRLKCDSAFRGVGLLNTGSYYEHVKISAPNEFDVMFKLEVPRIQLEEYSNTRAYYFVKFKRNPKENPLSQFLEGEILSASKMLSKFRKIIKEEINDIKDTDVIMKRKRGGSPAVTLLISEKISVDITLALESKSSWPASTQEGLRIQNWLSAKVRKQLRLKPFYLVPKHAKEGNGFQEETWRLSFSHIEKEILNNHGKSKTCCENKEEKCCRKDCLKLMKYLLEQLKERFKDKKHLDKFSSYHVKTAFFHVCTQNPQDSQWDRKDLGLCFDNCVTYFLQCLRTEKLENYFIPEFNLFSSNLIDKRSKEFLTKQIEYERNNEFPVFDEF
NPYLR7 ag: mosquito NPYLR7 agonism | HEK293T NPYLR7/Galpha15, GCaMP6s calcium fluorescence | activation, % at 10 µM | 270,000 compounds, 0.15% hits; in the data active = activation above about 40%;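 note: 0% = vehicle and 100% = reference agonist at the receptor; some compounds past the cut are filed as inactive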
mcGAS lum: mouse cGAS inhibition by luminescence; Q8C6L5; recombinant cGAS, Kinase-Glo ATP depletion luminescence; inhibition, % at 12.5 µM; 160,000 compounds, 0.15% hits; AID 1259399;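 note: 0% = negative control wells and 100% = reference inhibitor with no enzyme activity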
The depositor's hits bear a star; nt = not tested or not shown; & = joins results of further samples. Cut-off read from the data, not from the text of the source, unless noted: active = inhibition above about 40%; inactive = the rest.

Values run as follows: mcGAS lum, NPYLR7 ag, hcGAS inh
CSc1nc(N2CCCCC2)c2cnn(CCNC(=O)c3ccc4c(c3)OCO4)c2n1
  -6, nt, -3
Fc1ccc(-n2c(Cn3nnc4ccccc43)n[nH]c2=S)cc1
  nt, 4, 0
CCCn1c(C)cc(C(=O)CN2C(=O)NC3(CCCCCC3)C2=O)c1C
  nt, -8, 0
COc1ccc(-c2cnc3ncnn3c2N2CCN(C(=O)Nc3ccc(OC(F)F)cc3)CC2)cc1
  -6, 24, -1
CC(NC(=O)C(C)(C)NC(=O)c1cccs1)c1ncn[nH]1 (stereo not given)
  -11, -3&7, -8&1
CCn1cc(S(=O)(=O)N2CC[C@H](CO)[C@H](O)C2)cn1
  -16, 13, -3
Cc1ccc(NC2(C(=O)N3CCC4(CC3)CNC(=O)C4)CCCC2)cc1
  nt, 0, 0
COCCN1C(=O)/C(=C/c2ccc(Cl)cc2)SC1=S
  nt, -3, -1
CC(=O)N1CCN(c2nc(-c3ccc(Oc4ccccc4)cc3)nc3ccccc23)CC1
  -4, -2, 0
Cc1cc(C(=O)NC2CCCN(Cc3ccc(Cl)cc3)C2)no1 (stereo not given)
  -11, nt, -6
CONC(=O)c1ccc(NC(=O)OC)cc1
  nt, -2, -5
CCOC(=O)CCC(=O)N(CCc1ccccc1)CC(=O)Nc1cc(C(C)(C)C)nn1-c1ccccc1C
  nt, 4, -6
COc1ccc2sc(N(Cc3ccccn3)C(=O)C3=COCCO3)nc2c1
  -2, -5, 1
O=C(c1n[nH]c2c1CCC2)N(CC1CCC1)CC(F)(F)F
  nt, 4, 0
Cc1cccc(C)c1NC(=O)Nc1c[nH]c2ccccc12
  -5, 6, -2
O=C(CN=C1NS(=O)(=O)c2ccccc21)NC1CCCN(Cc2ccccc2)C1 (stereo not given)
  nt, -6, -17
Cc1cc(C)n(Cc2ccc(C(=O)NCCS(=O)(=O)N(C)C)cc2)n1
  nt, 9, -7
C=Cn1c(C)c(C=C2C(=O)OC3(CCCCC3)OC2=O)c2ccccc21
  nt, -1, -8
COc1ccc(-c2csc(-n3[nH]c(C)c(N=Nc4ccc(Cl)cc4Cl)c3=O)n2)cc1
  -6, 12, -5
Cc1cccc(OCc2ccc(-c3nc(C#N)c(N4CCCCC4)o3)o2)c1
  -9, 19, -7
CSc1nc(NC(C)C)c2cnn(CCNC(=O)/C=C\c3ccc4c(c3)OCO4)c2n1
  -6, nt, -6
COc1ccccc1CN1CCC(CN(CC(C)C)C(=O)c2cccnc2SC)CC1
  -11, nt, -6
Cn1cc(C(=O)NC2CCCC2)c2nn(-c3ccccc3)c(=O)c-2c1
  -7, 2, -5
O=c1oc2ccccc2c(O)c1C=NN1CCOCC1
  nt, 7, 5
COC(=O)N1CC(NC(=O)c2ccc(OC)c(-c3ccccc3)c2)C1
  -15, -23&2, -9&-7
COc1ccc(C(=O)CSc2ncnc3sc4c(c23)CCCC4)cc1
  -7, -9, -3
O=C(c1ccc(-n2cccn2)cc1)N1CCc2c([nH]c3ccccc23)C1c1ccccn1 (stereo not given)
  -5, 2, -2
CC=CCn1c(N/N=C\C(Br)=Cc2ccccc2)nc2c1c(=O)[nH]c(=O)n2C
  -5, 5, -4
Cc1ccc(S(=O)(=O)C(C#N)c2cnn(-c3ccccc3)c(=O)c2Br)cc1 (stereo not given)
  nt, 8, -11
O=S(=O)(c1ccccc1)N1CCN(Cc2ccnn2-c2ccccc2)CC1
  -10, 2, -6

An excerpt of these results, tab-delimited:
Molecule	mcGAS lum	NPYLR7 ag	hcGAS inh
Cc1cccc(C)c1NC(=O)Nc1c[nH]c2ccccc12	-5	6	-2
O=C(CN=C1NS(=O)(=O)c2ccccc21)NC1CCCN(Cc2ccccc2)C1 (stereo not given)	nt	-6	-17
Cc1cc(C)n(Cc2ccc(C(=O)NCCS(=O)(=O)N(C)C)cc2)n1	nt	9	-7
C=Cn1c(C)c(C=C2C(=O)OC3(CCCCC3)OC2=O)c2ccccc21	nt	-1	-8
COc1ccc(-c2csc(-n3[nH]c(C)c(N=Nc4ccc(Cl)cc4Cl)c3=O)n2)cc1	-6	12	-5
Cc1cccc(OCc2ccc(-c3nc(C#N)c(N4CCCCC4)o3)o2)c1	-9	19	-7
CSc1nc(NC(C)C)c2cnn(CCNC(=O)/C=C\c3ccc4c(c3)OCO4)c2n1	-6	nt	-6
COc1ccccc1CN1CCC(CN(CC(C)C)C(=O)c2cccnc2SC)CC1	-11	nt	-6
Cn1cc(C(=O)NC2CCCC2)c2nn(-c3ccccc3)c(=O)c-2c1	-7	2	-5
O=c1oc2ccccc2c(O)c1C=NN1CCOCC1	nt	7	5
COC(=O)N1CC(NC(=O)c2ccc(OC)c(-c3ccccc3)c2)C1	-15	-23&2	-9&-7
COc1ccc(C(=O)CSc2ncnc3sc4c(c23)CCCC4)cc1	-7	-9	-3
O=C(c1ccc(-n2cccn2)cc1)N1CCc2c([nH]c3ccccc23)C1c1ccccn1 (stereo not given)	-5	2	-2
CC=CCn1c(N/N=C\C(Br)=Cc2ccccc2)nc2c1c(=O)[nH]c(=O)n2C	-5	5	-4

(more compounds)
Values run as follows: mcGAS lum, NPYLR7 ag, hcGAS inh
C=CCn1c(=NC(=O)c2cccc(N3C(=O)CCC3=O)c2)sc2cc3c(cc21)OCCO3
  -1, 1, 1
Cc1cc(C)c(C(=O)N2CCC(n3cc(C4CC4)nn3)CC2)cc1C
  nt, 0, 1
CC(=O)OC(C(=O)N1CCC(Cc2ccc3c(c2)OCO3)CC1)c1ccccc1 (stereo not given)
  -2, 14, -1
CC1ON=C(c2ccccc2F)N(Cc2ccccc2F)C1=O (stereo not given)
  nt, 4, 2
C=CCn1c(=O)c(C(=O)Nc2ccc([N+](=O)[O-])cc2O)c(O)c2ccccc21
  -6, -7, -2
CC1C(C(F)(F)F)OC(=O)N1c1ncccc1NS(=O)(=O)c1cccc(Cl)c1 (stereo not given)
  nt, 1, 2
Cc1ccc(N2Cc3ccccc3C2=O)cc1
  nt, -3, -17
CCN(c1ccccc1C(=O)OC)S(=O)(=O)c1ccccc1OC
  nt, 6, -10
O=C(C1CC=CCC1)N1CCc2[nH]nc(-c3ccc(F)c(F)c3)c2C1 (stereo not given)
  nt, 0, -3
COc1ccc(C(=O)NCC(=O)N=Nc2c(O)[nH]c3ccccc23)cc1OC
  -8, -4, -6
COCCCN(Cc1ccc(OC)c(OC)c1)Cc1ccc(C(O)(c2ccc(OC)cc2)c2ccc(OC)cc2)o1
  1, -16, 0
CCC(C)NC(=O)CSc1nc2ccccc2n1C (stereo not given)
  nt, 0, -1
CC(C)C(=O)N1CCN(Cn2c(=S)oc3cc(Cl)ccc32)CC1
  6, -13, 16
COc1ccc(C(=O)COC(=O)C2CC(=O)N(c3ccc(C(=O)OC(C)C)cc3)C2)cc1 (stereo not given)
  nt, -5, -1
NS(=O)(=O)N1CCN(c2cccc(F)n2)CC1
  -16, -1, -8
CN(C)CCNC(=O)c1ccc(CSc2nc(-c3ccccc3)cc(N3CCN(c4ccccc4F)CC3)n2)cc1
  -4, 15, 0
O=C(Nc1nc2ccccc2s1)c1ccc(S(=O)(=O)NCC2CCCO2)cc1 (stereo not given)
  -4, -8, -1
CCc1ccc(C2c3cccn3CCCN2Cc2cccnc2)cc1 (stereo not given)
  -4, 2, -4
Cc1cc(C)c(CSCc2ccc(C(=O)N3C4CCC3CC(Oc3ccc(F)cc3F)C4)cc2)c(C)c1 (stereo not given)
  -8, 6, -18
COc1ccc(-c2nc(=S)c3c([nH]2)Oc2c(cccc2OC)C3)cc1
  -2, 10, -6
Cc1cc(NC(=O)CC2(C)N=C(c3ccc(N(C)C)cc3)N(C)O2)n(C)n1 (stereo not given)
  nt, 9, -7
COc1ccc(OC)c(CN(Cc2ccc(C#N)cc2)C2CC2)c1
  nt, 0, -3
CC1CCC(C(C)C)C(OP(=O)(Nc2cccnc2)c2ccccc2)C1 (stereo not given)
  nt, 1, -6
O=C(NC1CCCCC1)c1ccc(SCc2ccccc2)nc1
  -4, 1, -3
CCCCc1ccc(N2CC(C)Cn3c2nc2c3c(=O)n(C)c(=O)n2C)cc1 (stereo not given)
  nt, -2, 6
CCOC(=O)C1=C(C)NC2=C(C(=O)CC(c3ccc(OC)cc3)C2)C1c1ccncc1 (stereo not given)
  8, -4, 3
O[C@@H]1CN(CC(c2ccccc2)c2ccccc2)[C@H]2Cc3c([nH]c4ccccc34)[C@@H]1C2
  -9, 25, -4
CCCCOc1cccc(NC(=O)c2ccc(Cl)c([N+](=O)[O-])c2)c1
  nt, -3, 0
N#Cc1ccccc1S(=O)(=O)N1CCN(C(=O)CCl)CC1
  1, -6, -9
Cc1ccc(Nc2nc(NCCN3CCOCC3)nc3nccnc23)cc1C
  nt, 4, -6

Two compounds picked at random from those above, as already listed:
Values run as follows: mcGAS lum, NPYLR7 ag, hcGAS inh
COc1ccc(-c2nc(=S)c3c([nH]2)Oc2c(cccc2OC)C3)cc1
  -2, 10, -6
O[C@@H]1CN(CC(c2ccccc2)c2ccccc2)[C@H]2Cc3c([nH]c4ccccc34)[C@@H]1C2
  -9, 25, -4

Further entries follow:
Values run as follows: mcGAS lum, NPYLR7 ag, hcGAS inh
Cc1cccc(C(C)C)c1NC(=O)C1CCS(=O)(=O)C1 (stereo not given)
  nt, 2, -6
Cc1ccc(Cl)c(Oc2cc(N3CCN(C(=O)C4CCC4)C(C)C3)ncn2)c1 (stereo not given)
  -9, -6, -4
CSCC(=O)NC1CC(=O)N(CCCc2ccccc2)C1 (stereo not given)
  -9, 2, -6
Cc1nnc(SCC(=O)N(C)c2ccccc2)n1-n1cccc1
  nt, 30, -2
CCCN(Cc1cccnc1)C(=O)CC1CNCCO1 (stereo not given)
  -14, 21, -3
Clc1cc(Cl)c(OCCOc2ccc(Br)cc2)c(/C=N\n2cnnc2)c1
  -5, -2, -9
COc1cc(OC)cc(C(=O)N(CC(=O)N(Cc2ccccc2)Cc2ccc(C)s2)C2CCCCC2)c1
  -5, 25, -3
Cc1ccc(F)cc1NC(=O)CNc1nc(-c2cccnc2)nc2c1CNC2
  nt, 10, -5
COc1cccc(Cc2nsc(N3CCC(CNC(=O)NC45CC6CC(CC(C6)C4)C5)CC3)n2)c1
  -6, -8, -17
CC1CC(Sc2nnc3n2CCCCC3)C(=O)O1 (stereo not given)
  nt, -1, -1
COc1ccc(C)cc1NC(=O)Nc1ccc(Nc2cc(-n3cccn3)nc(C)n2)cc1
  -7, -8, -4
COc1ccc(-c2ccc(OCCNS(=O)(=O)c3cc(C)ccc3C)nn2)cc1
  -5, -7, -2
CC(C)(C)OC(=O)Nc1cc2ccccc2cc1C(=O)O
  nt, 2, -4
Cc1ccc(NC(=O)CCC(=O)N/N=C\c2coc3cc(C)ccc3c2=O)cc1
  -4, -1, -3
CCSCCC(C)NC(=O)NC1CCN(C)CC1 (stereo not given)
  nt, 0, -5
CN(C)CCN1C(=O)C2C3c4ccccc4C([N+](=O)[O-])(c4ccccc43)C2C1=O (stereo not given)
  nt, -2, 0
CCOP(=O)(OCC)C(N=C1C(=O)Nc2ccccc21)C(F)(F)F (stereo not given)
  nt, 3, -4
Cc1ccc(C(=O)NCCCOc2cccc([N+](=O)[O-])c2)cc1[N+](=O)[O-]
  -4, -5, -9
CCCCn1c(SCC(=O)NC2CC2)nc2cc(S(N)(=O)=O)ccc21
  nt, 5, 0
CCC(C)N(CC(=O)N(CCc1ccccc1)Cc1ccco1)C(=O)c1ccco1 (stereo not given)
  -2, -4, -4
CN(C1CC1)S(=O)(=O)c1c(Cl)cc(Br)cc1Cl
  nt, -2, -12
Cc1ccc(CN(Cc2ccccc2)C(=O)CN(CC2CCCO2)C(=O)Nc2ccc([N+](=O)[O-])cc2)o1 (stereo not given)
  -3, 3, 0
Cc1cc(NC(=O)COC(=O)c2ccoc2)ccc1Br
  nt, -5, -1
COC(=O)c1cc(Br)ccc1-c1ccc(C=Nn2cnnc2)o1
  -5, -7, -1
N#CC(=Cc1ccco1)c1nc(-c2ccccc2)cs1
  nt, 0, 5
COCCN(CC(=O)N1CCc2sccc2C1COc1cccc(F)c1)C(=O)NC(C)C (stereo not given)
  -6, -3, -3
CCOC(=O)Cn1ncc2c1CCN(C(=O)Cc1ccc(F)c(F)c1)C2
  nt, -1, 4
O=C(CCN(CCc1ccccc1)c1nc(-c2ccc(Cl)cc2)nc2ccccc12)NCc1ccccc1
  -4, 17, -10
COc1ccc(S(=O)(=O)N2CCC(N3CCCC3=O)CC2)c(OC)c1
  0, nt, -3
O=C(Cc1ccc(O)c(Cl)c1)N1CCCn2cncc2C1
  nt, -5, -11
O=C(N1CCC(c2nc(-c3c(Cl)cccc3Cl)no2)CC1)C1(c2ccc(Cl)cc2)CCCC1
  -5, nt, -6
Cc1cc(C(=O)CSc2nnc(NC(=O)COc3ccccc3)s2)ccc1Cl
  -9, 4, -7
CCOCCCN(CC(=O)N1CCc2sccc2C1c1ccccc1)S(=O)(=O)c1ccc(Cl)c([N+](=O)[O-])c1 (stereo not given)
  -5, -2, -2
Cc1cccc(-c2nc3scc(CCNS(=O)(=O)c4cc(C)ccc4C)n3n2)c1
  -7, 2, -5
C#CCn1c(=NC(=O)c2ccc3ncsc3c2)sc2cc(S(C)(=O)=O)ccc21
  nt, -1, -7
Cn1cccc1C(=O)N1CCC(c2n[nH]c(=O)n2Cc2ccccc2)CC1
  -10, 7, -6
CO[C@H]1CN(C(=O)CCCCc2ccccc2)CC[C@H]1N
  nt, 5, -7
O=C(c1ccccc1OC(F)(F)F)N1CCC(c2cn(Cc3ccc(C(F)(F)F)cc3)c3ccccc23)CC1
  -5, 17, -2
CCCNC(=O)Nc1ccc(-c2nc3ccc(C)cc3o2)cc1
  -5, -5, -7
O=C(Cn1c(=O)[nH]c2ccccc2c1=O)NCc1nc2ccccc2[nH]1
  nt, 0, -8
Cc1cc(C(=O)Nc2nc3c(F)cc(F)cc3s2)n(C)n1
  nt, 4, -3

High-throughput results as filed in PubChem BioAssay.
